Bioassay records from PubChem BioAssay.
ssDAF12 agonist – activators of S. stercoralis DAF-12 nuclear receptor | HEK293 ssDAF-12/GRIP1 lit1-tk-luc reporter, luminescence; % of 3 µM dafachronic acid response | activation, % at 6.8 µM | actives 1% (n = 370,000);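 active means activation above the mean over all tested compounds plus 3 SD, cut at about 0.9% in these data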;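 further: 0% = DMSO-only wells and 100% = 3 µM delta7-dafachronic acid wells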
GC-A act – GC-A (human) enzyme activation. HEK293 GC-A cells, cGMP TR-FRET, EC30 ANP; 0% at EC30 ANP, 100% saturating ANP. activation, % at 10 µM. P16066. actives 0.14% (n = 370,000). AID 1671463; in the data active means activation above about 40%
hcDAF-12 act – activators of H. contortus DAF-12 nuclear receptor. HEK293 hcDAF-12 lit1-tk-luc reporter, luminescence; 0% DMSO, 100% Δ7-dafachronic acid. activation, % at 6.8 µM. actives 1.4% (n = 370,000);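 active means activation above the mean of all tested compounds plus 3 SD, cut at about 5.5% in these data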;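 further: 100% = response to 3 µM Δ7-dafachronic acid high control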
DAX1 inh-1 – DAX1 (NR0B1) inhibition, primary screen; HEK293T StAR-luciferase reporter, SF-1/DAX-1 repression relief; inhibition, % at 6.8 µM; actives 1.1% (n = 370,000); AID 652010;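 active means inhibition above the mean over all tested compounds plus 3 SD, cut at about 3.6% in these data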;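 further: 0% = DAX-1 cells with DMSO and 100% = cells lacking DAX-1 with DMSO; higher inhibition means more luminescence from relief of DAX-1 repression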
SMARCA2 act – activators of SMARCA2 function | actives 1% (n = 370,000) | activation, % at 9.1 µM | AID 652017 | MG213 cells, MMTV-luciferase reporter, dexamethasone, overnight; in the data active means activation above about 7.8%;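 further: 0% = vehicle wells and 100% = reference activator wells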
GAA850 FXN act – frataxin GAA850 promoter activation; activation, % at 6 µM; HEK293 lucGAA850 FXN promoter luciferase reporter, 24 h; percent of 10 µM SAHA response; AID 540364; actives 0.56% (n = 360,000);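 active means activation above the average of all compounds screened plus 3 SD, cutoff fixed separately per campaign, cut at about 7.5% in these data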;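 further: 0% = DMSO wells and 100% = 10 µM SAHA wells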
GC-B act – GC-B (human) receptor activation; P20594; HEK293-GC-B cells, CNP EC30, cGMP TR-FRET; 0% at EC30 CNP, 100% saturating CNP; activation, % at 10 µM; actives 0.11% (n = 370,000);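 active means activation at 10 µM reaching about 35% in either raw or pattern-adjusted values, limit read from the data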
Target sequence (P20594 whole entry, looked up): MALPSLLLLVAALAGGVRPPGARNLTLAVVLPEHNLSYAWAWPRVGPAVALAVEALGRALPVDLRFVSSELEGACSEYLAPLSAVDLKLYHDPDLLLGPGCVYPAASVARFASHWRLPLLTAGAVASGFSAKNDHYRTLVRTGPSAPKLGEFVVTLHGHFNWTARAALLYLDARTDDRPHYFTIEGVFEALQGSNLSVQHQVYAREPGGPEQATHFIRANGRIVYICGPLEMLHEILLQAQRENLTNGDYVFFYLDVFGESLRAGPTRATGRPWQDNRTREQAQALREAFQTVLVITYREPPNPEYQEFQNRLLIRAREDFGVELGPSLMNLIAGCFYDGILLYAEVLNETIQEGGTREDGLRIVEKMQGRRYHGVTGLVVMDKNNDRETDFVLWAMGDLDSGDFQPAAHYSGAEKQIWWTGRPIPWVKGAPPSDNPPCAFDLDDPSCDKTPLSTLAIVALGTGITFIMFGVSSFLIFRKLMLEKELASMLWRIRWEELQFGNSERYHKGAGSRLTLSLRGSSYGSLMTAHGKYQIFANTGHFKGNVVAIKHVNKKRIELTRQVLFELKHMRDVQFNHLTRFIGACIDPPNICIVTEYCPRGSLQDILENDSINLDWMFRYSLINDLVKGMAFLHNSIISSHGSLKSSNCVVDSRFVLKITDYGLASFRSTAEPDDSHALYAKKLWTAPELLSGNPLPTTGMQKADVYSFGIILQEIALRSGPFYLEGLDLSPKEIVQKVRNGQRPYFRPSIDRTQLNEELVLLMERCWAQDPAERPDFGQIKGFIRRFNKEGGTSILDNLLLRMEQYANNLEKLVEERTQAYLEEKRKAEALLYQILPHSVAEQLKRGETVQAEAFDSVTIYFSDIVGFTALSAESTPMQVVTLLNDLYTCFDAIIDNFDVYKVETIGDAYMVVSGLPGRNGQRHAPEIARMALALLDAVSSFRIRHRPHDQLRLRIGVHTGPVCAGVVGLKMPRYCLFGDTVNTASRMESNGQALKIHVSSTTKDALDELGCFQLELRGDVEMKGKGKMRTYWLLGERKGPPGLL
ADAM10 inh – ADAM10 inhibition, QFRET primary screen. recombinant ADAM10, EDANS/DABCYL FRET peptide cleavage, 3 h. O14672. inhibition, % at 7 µM. actives 0.62% (n = 370,000). AID 720582;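 active means inhibition above a per-campaign cutoff equal to the mean of compounds falling between control-based bounds plus 3 SD, cut at about 20% in these data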;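 further: 0% = DMSO wells while the 100% control is not disclosed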
DAX1 inh-2 – inhibits human nuclear receptor DAX1; P51843; HEK293 Gal4-DAX1 luciferase reporter, luminescence; inhibition, % at 6.75 µM; actives 0.99% (n = 340,000); AID 504766;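 active means inhibition above the mean over all tested compounds plus 3 SD, cut at about 4.2% in these data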;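 further: 0% = DAX1-transfected cells with DMSO and 100% = empty-vector control cells with DMSO; inhibition shows as a rise in luminescence from relieved DAX1 repression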
hgDAF12 agonist – agonists of H. glycines DAF-12 nuclear receptor; HEK293 GAL4-hgDAF12 UAS-luciferase reporter, agonist luminescence; normalized to butyrate control; activation, % at 6.8 µM; actives 1.8% (n = 370,000);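 active means activation above a cutoff set at the mean of all screened compounds plus 3 SD, cut at about 10% in these data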;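 further: 0% = DMSO wells and 100% = sodium butyrate wells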
sPLA2-III inh – Blocks human group III sPLA2 activity; QFRET BODIPY PC-A2 liposome hydrolysis, fluorescence; inhibition, % at 12.2 µM; actives 0.56% (n = 370,000); AID 743126;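 active means inhibition above mean plus 3 SD of compounds lying within the high and low control bounds, cut at about 19% in these data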;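 further: 0% = median of test compound wells and 100% = no enzyme DMSO wells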
The depositor's hits bear a star.

O=C(COC(=O)/C=C/c1ccc(Cl)cc1Cl)Nc1cccc(S(=O)(=O)NC2=NCCC2)c1 was read as ssDAF12 agonist -1.5, GC-A act 7, hcDAF-12 act 2.1, DAX1 inh-1 -0.8, SMARCA2 act -1, GAA850 FXN act -0.2, GC-B act -2, ADAM10 inh 0, DAX1 inh-2 0.5, hgDAF12 agonist -0.2 and sPLA2-III inh -13.
For CS(=O)(=O)c1ccc2nc(NC(NC(=O)c3ccco3)(C(F)(F)F)C(F)(F)F)sc2c1 the results were ssDAF12 agonist -0.9, GC-A act 1, hcDAF-12 act -1.8, DAX1 inh-1 -1.0, SMARCA2 act -1, GAA850 FXN act 2.3, GC-B act 3, ADAM10 inh 3, DAX1 inh-2 0.1, hgDAF12 agonist 0.4 and sPLA2-III inh -13.
COc1ccccc1OCCC(=O)OCC(=O)NC(=O)NC(C)(C)C was read as ssDAF12 agonist -0.6, GC-A act 3, hcDAF-12 act -0.1, DAX1 inh-1 -0.4, SMARCA2 act -5, GAA850 FXN act -0.2, GC-B act -1, ADAM10 inh 1, DAX1 inh-2 1.1, hgDAF12 agonist -1.8 and sPLA2-III inh -1.
CC(=O)c1c(C)[nH]c(C(=O)Nc2ccc(Cl)cc2F)c1C was read as ssDAF12 agonist -0.4, GC-A act -1, hcDAF-12 act 1.9, DAX1 inh-1 1.6, SMARCA2 act 1, GAA850 FXN act 3.0, GC-B act -4, ADAM10 inh -3, DAX1 inh-2 1.9, hgDAF12 agonist 11* and sPLA2-III inh 0.
`COc1ccc(S(=O)(=O)Nc2c(C)n(C)n(-c3ccccc3)c2=O)cc1Br` gave ssDAF12 agonist -1.3, GC-A act 1, hcDAF-12 act -1.1, DAX1 inh-1 0.1, SMARCA2 act 1, GAA850 FXN act 0.3, GC-B act -2, ADAM10 inh 1, DAX1 inh-2 1.8, hgDAF12 agonist -0.1 and sPLA2-III inh -5.
CCOc1ccc(NC(=O)N(CCN(C)C)C(C)c2ccncc2)cc1 (stereo not given) was read as ssDAF12 agonist -0.7, GC-A act 0, hcDAF-12 act -0.4, DAX1 inh-1 0.1, SMARCA2 act 0, GAA850 FXN act -0.1, GC-B act 1, ADAM10 inh -4, DAX1 inh-2 1.1, hgDAF12 agonist 1.0 and sPLA2-III inh 3.
Cc1cc(-c2ccccc2)nc2c(Br)c(=O)[nH]n12 was read as ssDAF12 agonist -1.7, GC-A act 2, hcDAF-12 act 2.1, DAX1 inh-1 -0.2, SMARCA2 act 1, GAA850 FXN act 2.1, GC-B act -5, ADAM10 inh 3, DAX1 inh-2 2.9, hgDAF12 agonist -0.4 and sPLA2-III inh 2.
`O=C(Nc1cccc(S(=O)(=O)N2CCCCC2)c1)c1ccc2ccccc2n1` gave ssDAF12 agonist -1.3, GC-A act 0, hcDAF-12 act 1.7, DAX1 inh-1 0.3, SMARCA2 act 3, GAA850 FXN act 4.0, GC-B act 3, ADAM10 inh -5, DAX1 inh-2 -0.1, hgDAF12 agonist 3.1 and sPLA2-III inh -5.
For C[C@@H]1CN([C@H](C)CO)C(=O)CCCn2cc(nn2)CO[C@H]1CN(C)S(=O)(=O)c1cccc(C#N)c1 the results were ssDAF12 agonist -0.9, GC-A act 1, hcDAF-12 act -1.8, DAX1 inh-1 0.0, SMARCA2 act -1, GAA850 FXN act 0.1, GC-B act -3, ADAM10 inh -12, DAX1 inh-2 0.9, hgDAF12 agonist 1.6 and sPLA2-III inh 5.
Screening CCOc1ccc(N(CC(=O)Nc2ccccc2F)S(=O)(=O)c2c(C)[nH]c(=O)[nH]c2=O)cc1 returned ssDAF12 agonist -0.6, GC-A act 2, hcDAF-12 act -1.5, DAX1 inh-1 0.0, SMARCA2 act 5, GAA850 FXN act 1.4, GC-B act 3, ADAM10 inh 4, DAX1 inh-2 1.1, hgDAF12 agonist 1.9 and sPLA2-III inh -17.
`CCOc1ccc(NC(=O)c2cccc(S(=O)(=O)NCc3cccnc3)c2)cc1` gave ssDAF12 agonist -0.1, GC-A act 5, hcDAF-12 act -0.5, DAX1 inh-1 0.7, SMARCA2 act -3, GAA850 FXN act -0.6, GC-B act 6, ADAM10 inh 4, DAX1 inh-2 1.1, hgDAF12 agonist -2.5 and sPLA2-III inh -6.
CCCCn1c(N)c(N(CC(C)C)C(=O)CC2OC(=O)c3ccccc32)c(=O)[nH]c1=O (stereo not given) was read as ssDAF12 agonist -0.8, GC-A act 2, hcDAF-12 act -0.9, DAX1 inh-1 0.6, SMARCA2 act -1, GAA850 FXN act 0.4, GC-B act 1, ADAM10 inh -8, DAX1 inh-2 -1.7, hgDAF12 agonist -1.2 and sPLA2-III inh 10.
CCCOc1nc(N)c(C#N)c(-c2ccccc2F)c1C#N was read as ssDAF12 agonist -1.2, GC-A act 10, hcDAF-12 act -1.9, DAX1 inh-1 -0.3, SMARCA2 act -1, GAA850 FXN act 2.4, GC-B act -12, ADAM10 inh 6, DAX1 inh-2 -1.4, hgDAF12 agonist -3.7 and sPLA2-III inh -13.
Cc1[nH]c2ccccc2c1CCO was read as ssDAF12 agonist -0.6, GC-A act 0, hcDAF-12 act -0.2, DAX1 inh-1 -0.2, SMARCA2 act 2, GAA850 FXN act -3.1, GC-B act 0, ADAM10 inh 2, DAX1 inh-2 1.9, hgDAF12 agonist 1.6 and sPLA2-III inh 5.
For COCCC(=O)N1CCC(Oc2ccc(C(=O)NC3CCCCC3)cc2)CC1 the results were ssDAF12 agonist -0.9, GC-A act 0, hcDAF-12 act -2.4, DAX1 inh-1 -0.2, SMARCA2 act -1, GAA850 FXN act 0.8, GC-B act 0, ADAM10 inh 5, DAX1 inh-2 0.5, hgDAF12 agonist 0.6 and sPLA2-III inh 2.
`CCN(CC)CCCNC(=O)c1cc2c(-c3cccc(OC)c3)nn(C)c2s1` gave ssDAF12 agonist -0.8, GC-A act -48, hcDAF-12 act 0.5, DAX1 inh-1 1.2, SMARCA2 act 5, GAA850 FXN act 1.4, GC-B act -15, ADAM10 inh -317, DAX1 inh-2 3.2, hgDAF12 agonist 3.3 and sPLA2-III inh -4.
COc1ccc(-c2nnnn2C)cc1S(=O)(=O)NCCc1ccccc1 was read as ssDAF12 agonist -1.3, GC-A act 0, hcDAF-12 act -0.6, DAX1 inh-1 0.0, SMARCA2 act -2, GAA850 FXN act -1.3, GC-B act 1, ADAM10 inh 0, DAX1 inh-2 2.1, hgDAF12 agonist -2.3 and sPLA2-III inh -3.
Cc1c(NC(=S)N/N=C/C=C/c2ccc([N+](=O)[O-])cc2)c(=O)n(-c2ccccc2)n1C was read as ssDAF12 agonist -0.1, GC-A act 5, hcDAF-12 act 0.9, DAX1 inh-1 1.4, SMARCA2 act -4, GAA850 FXN act -1.3, GC-B act -1, ADAM10 inh 18, DAX1 inh-2 -1.4, hgDAF12 agonist 2.5 and sPLA2-III inh -1.
`O=C(NCc1ccc(F)cc1)c1cccc2c1C(=O)N(Cc1cccnc1)C2` gave ssDAF12 agonist -1.4, GC-A act -1, hcDAF-12 act -2.1, DAX1 inh-1 0.2, SMARCA2 act 3, GAA850 FXN act -1.1, GC-B act 2, ADAM10 inh 6, DAX1 inh-2 -1.1, hgDAF12 agonist -1.6 and sPLA2-III inh 0.
`CC(NC(=O)Nc1ccc(Cl)cc1)c1ccc2c(c1)OCO2` (stereo not given) gave ssDAF12 agonist -1.6, GC-A act -6, hcDAF-12 act -4.3, DAX1 inh-1 -0.1, SMARCA2 act -1, GAA850 FXN act -1.5, GC-B act -14, ADAM10 inh 5, DAX1 inh-2 -1.0, hgDAF12 agonist -6.3 and sPLA2-III inh -10.
Screening Cc1cccc(-c2noc(-c3ccc(Cl)cc3[N+](=O)[O-])n2)c1 returned ssDAF12 agonist -0.5, GC-A act 6, hcDAF-12 act 8.9*, DAX1 inh-1 1.7, SMARCA2 act 5, GAA850 FXN act 6.8, GC-B act -8, ADAM10 inh 3, DAX1 inh-2 1.9, hgDAF12 agonist 13* and sPLA2-III inh 0.
Screening O=C(NC(=S)NN1CCOCC1)c1cc(Br)ccc1Cl returned ssDAF12 agonist -0.5, GC-A act 3, hcDAF-12 act 1.4, DAX1 inh-1 5.2*, SMARCA2 act -3, GAA850 FXN act 0.3, GC-B act 3, ADAM10 inh -9, DAX1 inh-2 0.3, hgDAF12 agonist 0.0 and sPLA2-III inh 15.
Screening COc1cccc(CNC(=O)CN2c3cccc4cccc(c34)S2(=O)=O)c1 returned ssDAF12 agonist 0.7, GC-A act -3, hcDAF-12 act 0.4, DAX1 inh-1 1.4, SMARCA2 act -1, GAA850 FXN act -0.4, GC-B act -9, ADAM10 inh -235, DAX1 inh-2 1.1, hgDAF12 agonist 0.1 and sPLA2-III inh -2.
Cc1ccccc1S(=O)(=O)Nc1ncnc2ccccc12 was read as ssDAF12 agonist -0.6, GC-A act 0, hcDAF-12 act 1.3, DAX1 inh-1 0.1, SMARCA2 act -1, GAA850 FXN act 1.4, GC-B act 0, ADAM10 inh -40, DAX1 inh-2 -0.6, hgDAF12 agonist 3.2 and sPLA2-III inh -5.
Screening ClCc1ncc(-c2ccc(Cl)cc2)o1 returned ssDAF12 agonist -1.4, GC-A act 19, hcDAF-12 act 0.8, DAX1 inh-1 -1.9, SMARCA2 act 1, GAA850 FXN act -3.6, GC-B act 9, ADAM10 inh -8, DAX1 inh-2 -0.5, hgDAF12 agonist 1.8 and sPLA2-III inh -3.
CC(=O)c1ccc(-c2ccc(C(=O)Nc3nc(C)c(C(C)=O)s3)o2)cc1 was read as ssDAF12 agonist -0.9, GC-A act -3, hcDAF-12 act -0.5, DAX1 inh-1 2.4, SMARCA2 act 4, GAA850 FXN act -0.2, GC-B act -10, ADAM10 inh -25, DAX1 inh-2 0.0, hgDAF12 agonist 1.3 and sPLA2-III inh 3.
`CCN(CC)CCNC(=O)c1ccc2c(=O)n(C3CCCC3)c(=S)[nH]c2c1` gave ssDAF12 agonist -1.1, GC-A act -3, hcDAF-12 act 0.2, DAX1 inh-1 0.0, SMARCA2 act -1, GAA850 FXN act -1.3, GC-B act -8, ADAM10 inh -5, DAX1 inh-2 1.0, hgDAF12 agonist 2.5 and sPLA2-III inh 7.
For COC(=O)Cc1nnn2c1[C@@H](C)[C@@H](c1ccccc1Br)O[C@@H](C)C2 the results were ssDAF12 agonist -0.9, GC-A act 4, hcDAF-12 act -1.5, DAX1 inh-1 -0.9, SMARCA2 act 0, GC-B act -4, ADAM10 inh 0, hgDAF12 agonist 1.1 and sPLA2-III inh 0.
For CC(=O)c1sc(NC(=O)CCS(=O)(=O)c2ccc(Cl)cc2)nc1C the results were ssDAF12 agonist -0.4, GC-A act -2, hcDAF-12 act 0.0, DAX1 inh-1 1.3, SMARCA2 act 2, GAA850 FXN act -0.4, GC-B act -5, ADAM10 inh -13, DAX1 inh-2 -0.1, hgDAF12 agonist -0.3 and sPLA2-III inh 4.

Compounds as they come. About 6.6% of those tested had a hit in this group.
